CHOP UPR activ = activators of apoptotic arm of unfolded protein response (CHOP). AID 449763. CHO-CHOP luciferase reporter, UPR activation, luminescence; percent of tunicamycin response over DMSO baseline. hit rate 0.34% among 330,000. activation, % at 10 µM;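 active = at 10 µM dose, activation of 40% or more, normalized to positive control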;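 also: 100% = tunicamycin at 10 µg/mL and 0% = DMSO alone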
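Test system: CHO CHOP reporter cells. Input: 500 CHO-CHOP cells per well. Medium: F12 with 10% FBS. Technique: luciferase luminescence. Measure: percent activation relative to tunicamycin control. Dosing: 10 µM compound, 0.5% DMSO. Timing: 16-18 h cell attachment, then 6 h compound exposure, 37 °C.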
XBP1 UPR activ = adaptive UPR (XBP1) activation. hit rate 0.33% among 330,000. CHO-XBP1 luciferase reporter, IRE1-XBP1 UPR activation, luminescence; percent of tunicamycin response, DMSO as zero. AID 463104. activation, % at 20 µM;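 active = versus positive control, 20 µM dose yields 30% or more activation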;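 also: 100% = tunicamycin at 10 µg/mL and 0% = DMSO only wells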
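Material: CHO-XBP1 cells stably carrying IRE1-XBP1-driven luciferase reporter / Amount: 1000 cells per well / Compound: 20 µM, 1% DMSO / Times: 6 h treatment, 37 °C / Detection: luciferase luminescence / Measure: % activation of reporter signal versus tunicamycin and DMSO controls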
tim23-1 inh = growth inhibitors of tim23-1 mutant yeast | S. cerevisiae tim23-1 growth, BacTiter-Glo luminescence, 24 h | inhibition, % at 20 µM | hit rate 1.3% among 330,000 | AID 463212;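 active = growth inhibition of the mutant yeast at or above 50%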;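 also: temperature-sensitive mutant grown at 25 °C; plate controls were DMSO-treated mutant yeast for no effect and medium wells lacking yeast for full effect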
Mdm2-MdmX inh = human Mdm2/MdmX binding inhibition; O15151+Q00987; SaOS-2 split-luciferase Mdm2/MdmX complementation, luminescence; inhibition, % at 8 µM; hit rate 3% among 330,000; AID 485346;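 active = inhibition of at least 50% at 8 µM in the primary screen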
Target sequence (O15151 whole entry, looked up): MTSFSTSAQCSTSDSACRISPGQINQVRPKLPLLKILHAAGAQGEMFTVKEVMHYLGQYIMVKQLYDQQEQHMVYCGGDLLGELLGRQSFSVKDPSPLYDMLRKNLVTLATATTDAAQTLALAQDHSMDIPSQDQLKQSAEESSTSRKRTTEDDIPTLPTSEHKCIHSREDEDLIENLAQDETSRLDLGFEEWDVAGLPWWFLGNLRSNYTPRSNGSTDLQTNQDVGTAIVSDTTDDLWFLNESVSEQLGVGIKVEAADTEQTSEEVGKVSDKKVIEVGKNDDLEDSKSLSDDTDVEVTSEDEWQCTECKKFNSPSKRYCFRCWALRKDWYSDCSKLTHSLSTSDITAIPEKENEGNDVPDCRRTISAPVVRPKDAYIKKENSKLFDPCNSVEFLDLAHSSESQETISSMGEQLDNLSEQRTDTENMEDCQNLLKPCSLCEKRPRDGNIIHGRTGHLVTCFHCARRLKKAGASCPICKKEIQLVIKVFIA
Target sequence (Q00987 whole entry, looked up): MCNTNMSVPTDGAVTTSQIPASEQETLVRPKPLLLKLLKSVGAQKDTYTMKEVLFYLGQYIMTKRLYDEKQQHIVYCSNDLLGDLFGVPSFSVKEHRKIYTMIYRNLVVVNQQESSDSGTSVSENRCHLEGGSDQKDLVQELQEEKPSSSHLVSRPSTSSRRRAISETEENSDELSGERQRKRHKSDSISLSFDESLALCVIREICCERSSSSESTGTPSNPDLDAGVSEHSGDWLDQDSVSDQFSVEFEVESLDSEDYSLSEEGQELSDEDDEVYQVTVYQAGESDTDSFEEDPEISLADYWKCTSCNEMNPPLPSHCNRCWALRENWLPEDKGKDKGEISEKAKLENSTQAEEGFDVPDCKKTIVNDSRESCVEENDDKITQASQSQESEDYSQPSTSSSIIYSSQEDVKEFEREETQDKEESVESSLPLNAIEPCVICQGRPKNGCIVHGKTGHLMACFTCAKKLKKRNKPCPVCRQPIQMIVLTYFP
tim10-1 inh = inhibits growth of tim10-1 mutant yeast. S. cerevisiae tim10-1 ts strain growth, BacTiter-Glo, 24 h. hit rate 2.2% among 330,000. inhibition, % at 20 µM;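 active = inhibition of at least 40%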;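 also: mutant grown at 25 °C; 0% = DMSO wells with yeast and 100% = wells holding no yeast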
697 NFkB inh = inhibitors of the PMA/ionomycin-induced NF-kB reporter in 697 B cells; 697 B-cell NF-kB luciferase reporter, 16 h; inhibition, % at 4 µM; hit rate 0.33% among 330,000; AID 435022; in the data active = inhibition above about 35%
TIM10 inh = TIM10 yeast growth inhibition. S. cerevisiae TIM10 strain growth, BacTiter-Glo luminescence, 24 h. hit rate 1.4% among 330,000. inhibition, % at 10 µM;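 active = inhibition of 40% or more at the single tested concentration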;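 also: wild-type TIM10 isogenic control strain grown at permissive 25 °C; 0% = DMSO yeast wells and 100% = minimal medium wells without yeast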
Jurkat NFkB inh = inhibitors of the PMA/ionomycin-induced NF-kB reporter in Jurkat cells; AID 435003; hit rate 0.53% among 330,000; PMA/ionomycin-induced NF-kB luciferase reporter, luminescence; inhibition, % at 4 µM; in the data active = inhibition above about 50%
Numbers without * were called inactive; i = inactive.

nr	mol	Jurkat NFkB inh	tim23-1 inh	CHOP UPR activ	TIM10 inh	697 NFkB inh	tim10-1 inh	XBP1 UPR activ	Mdm2-MdmX inh
1	COc1ccc(CCC2CCNCC2)cc1	-15	-23	-1.0	11	-17	9	1	8
2	COc1ccc(C2C(=O)c3ccccc3C2=O)cc1OC	2	7	4.7	13	1	7	2	-6
3	COc1ccc(-c2csc(/C=C/c3ccc4c(c3)OCO4)n2)cc1OC	-23	-3	0.9	0	-15	19	2	18
4	CC(=O)N(C)Cc1ccc(C(=O)CCl)cc1	0	25	94*	27	19	16	-8	24
5	O=C(O)CCN1C(=O)NC2(CCCC2)C1=O	-9	2	-0.6	-12	3	-2	1	1
6	CC(CNC(=O)CCn1ccc2cc(S(=O)(=O)N3CCCC3)ccc21)c1ccccc1 (stereo not drawn)	-7	11	3.9	14	11	31	-2	2
7	CCCCC(=O)Nc1nc(-c2ccc(S(=O)(=O)N3CCOCC3)cc2)cs1	11	23	1.1	-10	-10	4	-4	39
8	O=C(c1ccc(S(=O)(=O)c2ccccc2Cl)c([N+](=O)[O-])c1)N1CCN(Cc2ccccc2)CC1	34	18	6.4	24	10	15	-1	84*
9	O=[N+]([O-])c1ccccc1S(=O)(=O)N1CCCc2ccccc21	-2	16	1.3	-22	-23	-13	-6	13
10	CC1CC(C)CN(C(=O)CCNC(=O)c2ccccc2Cl)C1 (stereo not drawn)	-27	15	-0.2	11	-4	21	-2	14
11	O=C1CC(c2ccc3ccccc3c2)NN1 (stereo not drawn)	-4	21	-0.7	5	9	20	-1	20
12	COc1cc(OC)c(C(=O)NCc2ccco2)cc1OC	7	3	0.9	2	1	5	-1	3
13	Cc1c(C(=O)NN2CCOCC2)oc2ccccc12	-2	5	0.8	6	-14	10	-3	-3
14	CCOC(=O)C(C)N1C(=O)S/C(=C/c2ccc3c(c2)n(C)c(=O)n3C)C1=O (stereo not drawn)	-2	32	-0.2	26	18	25	1	51*
15	COC(=O)C1Cc2c([nH]c3ccccc23)C2(CCN(Cc3ccccc3)CC2)N1 (stereo not drawn)	2	9	0.9	19	21	27	-1	3
16	CCCN1C(=O)C2(C(C(=O)c3ccc(C)o3)=C(O)C(=O)N2CCCOC)c2ccccc21 (stereo not drawn)	-13	-8	0.3	-7	-20	-8	-1	10
17	CCN1C(=O)N(S(=O)(=O)c2ccc(C)cc2)[C@@H](c2ccccc2)C(C(=O)OC)=C1C	11	20	-0.7	3	22	28	-2	40
18	O=C(Nc1ccc(S(=O)(=O)Nc2ncccn2)cc1)C1COc2ccccc2O1 (stereo not drawn)	11	10	0.5	-2	20	-4	-1	4
19	CN(C)N=Nc1nc2c([nH]1)c(=O)n(C)c(=O)n2C	6	-8	1.6	10	19	2	-2	0
20	O=C(Cn1cc([N+](=O)[O-])ccc1=O)N1CCc2ccccc21	-2	-5	0.0	-11	-12	-10	-1	8
21	CCOC(=O)CSC1=N/C(=C\c2cccnc2)C(=O)N1c1ccc(OC)cc1	-6	10	0.0	15	-13	20	-2	-22
22	CCCOP(=O)(c1ccc(N(C)C)cc1)C(O)c1ccncc1 (stereo not drawn)	-6	-5	-2.1	-13	-9	16	-2	-4
23	Cc1cc(C(=O)N2CCc3ccccc32)c2ccccc2n1	10	26	-1.7	-2	-5	34	3	-3
24	Cc1cccc(N2C(=O)CC(N3CCN(c4ccc(Cl)cc4)CC3)C2=O)c1 (stereo not drawn)	15	24	-1.4	-5	15	7	-3	24
25	Cc1cc(NC(=O)CN2C(=O)NC(C)(c3ccc(Cl)cc3Cl)C2=O)no1 (stereo not drawn)	-12	-6	0.1	2	-10	5	4	-1
26	O=C(CCCSc1nc2ccccc2[nH]1)N1CCN(c2ccc([N+](=O)[O-])cc2)CC1	6	-25	2.8	-17	-22	-27	-2	6
27	Cn1ccc(O)c(C#N)c1=O	-8	-15	0.1	1	13	9	-2	12
28	Cc1ccn2c(c1)nc(=S)n2C(=O)c1ccccc1	-119	16	-2.2	12	i	4	-5	44
29	Cc1ccc(C(=O)NC2CCC(C)CC2)s1 (stereo not drawn)	-164	23	0.0	10	-157	5	-4	-95
30	COc1cc(C(=O)Nc2c(C)cc(C)cc2C)c(Br)c(OC)c1OC	-25	-9	-1.8	20	-7	22	0	-9

Gathered by group, those above containing a Cl atom
nr	mol	Jurkat NFkB inh	tim23-1 inh	CHOP UPR activ	TIM10 inh	697 NFkB inh	tim10-1 inh	XBP1 UPR activ	Mdm2-MdmX inh
4	CC(=O)N(C)Cc1ccc(C(=O)CCl)cc1	0	25	94*	27	19	16	-8	24
8	O=C(c1ccc(S(=O)(=O)c2ccccc2Cl)c([N+](=O)[O-])c1)N1CCN(Cc2ccccc2)CC1	34	18	6.4	24	10	15	-1	84*
10	CC1CC(C)CN(C(=O)CCNC(=O)c2ccccc2Cl)C1 (stereo not drawn)	-27	15	-0.2	11	-4	21	-2	14
24	Cc1cccc(N2C(=O)CC(N3CCN(c4ccc(Cl)cc4)CC3)C2=O)c1 (stereo not drawn)	15	24	-1.4	-5	15	7	-3	24
25	Cc1cc(NC(=O)CN2C(=O)NC(C)(c3ccc(Cl)cc3Cl)C2=O)no1 (stereo not drawn)	-12	-6	0.1	2	-10	5	4	-1

(more compounds)
nr	mol	Jurkat NFkB inh	tim23-1 inh	CHOP UPR activ	TIM10 inh	697 NFkB inh	tim10-1 inh	XBP1 UPR activ	Mdm2-MdmX inh
31	COc1ccsc1C(=O)NCCN1CCOCC1	-1	6	-1.1	10	9	-8	-2	16
32	CCOC(=O)N1CCN(CCC(=O)c2ccc(Br)cc2)CC1	-1	14	-1.5	4	12	34	-5	9
33	CCOCc1nc(N)[nH]c(=O)c1Cc1ccc(OC(C)C)cc1	9	5	-1.0	5	4	8	2	11
34	Cc1ccc(N(C)S(=O)(=O)c2cccc(C(=O)OCC(=O)c3c(N)n(C)c(=O)n(C)c3=O)c2)cc1	9	18	-0.7	-2	-21	11	-4	25
35	COc1cc(/C=N\NC(=O)CC(=O)NCCc2ccccc2)ccc1O	-12	9	-2.1	10	1	14	-1	-19
36	CC(=O)NS(=O)(=O)c1ccc(NC(=O)COc2ccc(C(=O)c3ccccc3)cc2)cc1	6	5	-0.9	-5	18	-3	-3	1
37	O=c1c2ccccc2nc(/C=C/c2cccc([N+](=O)[O-])c2)n1CCCO	18	26	-1.7	22	10	13	11	43
38	O=C(N/N=C/c1ccc(Cl)cc1)Nc1ccccc1	-37	10	5.6	31	-83	24	4	-16
39	CCCC[C@H](CN[C@@H](CNC)[C@H](C)CC)NCCC12CCC(CC1)C2	39	-163	3.6	-37	1	-53	2	98*
40	CC(C)CCN(Cc1ccco1)S(=O)(=O)c1ccc(-c2ccc(=O)[nH]n2)s1	10	16	3.2	-36	-9	19	-3	12
41	COc1ccc(-c2cc(C(F)(F)F)n3nc(C(=O)NCCCn4ccnc4)cc3n2)cc1	-6	9	0.5	-3	-20	2	-2	15
42	Cc1cccc(N2CCN(C(=O)Cn3cnc4c3c(=O)n(C)c(=O)n4C)CC2)c1C	1	17	-2.3	6	-29	18	11	-9
43	CCC(O)CNC(=O)NC(=C(Cl)Cl)c1ccc(C)c(F)c1 (stereo not drawn)	21	16	0.9	9	10	14	1	77*
44	CC(=O)N/C(=N/c1nc(C)cc(C)n1)Nc1ccc(NC(C)=O)cc1	-18	4	1.2	4	13	15	2	25
45	Cc1ccc(C(C)c2c(C)c([N+](=O)[O-])cc(C)c2[N+](=O)[O-])cn1 (stereo not drawn)	-8	14	0.7	-17	8	2	-3	-4
46	COC(=O)[C@]1(C)N[C@H](CN(C)C(=O)Nc2ccc(C)cc2)[C@@H]2C(=O)N(Cc3ccccc3)C(=O)[C@@H]21	-2	0	2.3	5	2	-9	3	2
47	CCS(=O)(=O)N1CCCC(C(=O)NCC2CCCO2)C1 (stereo not drawn)	8	8	-0.1	3	1	-4	2	-3
48	CC(=O)c1c(C)[nH]c(C(=O)CN2C(=O)NC(C)(CCC(C)C)C2=O)c1C (stereo not drawn)	11	1	0.3	-8	1	-15	-2	17
49	COc1cccc(CN2CCNC(=O)C2CC(=O)NCCn2ccc3ccccc32)c1OC (stereo not drawn)	4	16	-1.0	4	10	15	-4	-8
50	COc1cc(C(C(=O)NC2CCCC2)N(CCO)C(=O)Cn2nnc(-c3ccc(C)o3)n2)ccc1O (stereo not drawn)	11	19	-0.2	-9	5	-2	2	5
51	Cc1oc2c(cc(NS(=O)(=O)c3cccs3)c3ccccc32)c1C(=O)OC(C)C	3	26	-1.8	36	-4	18	9	8
52	CCOc1ccccc1OCC(=O)OCC(=O)c1c(N)n(CC(C)C)c(=O)n(C)c1=O	6	2	0.8	-2	9	4	-4	12
53	O=C(CSCc1ccc(Cl)cc1)NCc1ccccn1	16	6	-1.3	3	7	23	-1	-13
54	CNC(=S)N/N=C/c1ccc(-c2cccc(C(=O)O)c2)o1	-10	29	0.6	10	-31	16	-4	21
55	Nc1cc(=O)[nH]c(SCc2nnc(-c3ccccc3)o2)n1	-7	12	0.1	7	29	10	-1	-1
56	Cc1ccc(/C=C2\SC(=S)N(CC(=O)Nc3cccnc3)C2=O)cc1	1	-17	0.0	-38	-1	1	-1	18
57	CCc1noc(C)c1C(=O)N(C)CC(=O)Nc1cccc(OC)c1	-13	4	1.5	12	18	3	-2	17
58	COc1ccc(OC)c(/C=N/NC(=O)CSc2cc(C)nc3c(OC)cccc23)c1	2	8	0.2	17	8	9	2	-13
59	O=C(OCc1nnc(-c2ccccc2)o1)c1cc(Cl)ccc1[N+](=O)[O-]	-4	45	0.9	6	2	13	0	-3
60	COC(=O)c1[nH]c2cccc(OC)c2c1NC(=O)CN(C)CC1OCCO1	-6	2	-3.4	-3	-13	9	1	19

Other results:
nr	mol	Jurkat NFkB inh	tim23-1 inh	CHOP UPR activ	TIM10 inh	697 NFkB inh	tim10-1 inh	XBP1 UPR activ	Mdm2-MdmX inh
61	CCOP(=O)(c1c(F)c(F)c(F)c(F)c1F)C1(O)CCCCC1 (stereo not drawn)	-24	0	-1.9	-5	8	0	-1	21
62	O=C(NCCc1ccccc1)C1CCC(Cn2c(=O)c3ccccc3n(Cc3cccc(F)c3)c2=O)CC1 (stereo not drawn)	5	1	0.3	-5	-10	3	18	49
63	CCNS(=O)(=O)c1ccc(OCCNS(C)(=O)=O)cc1	5	-10	-0.3	-4	16	-1	-4	-4
64	CCN1CCN(c2ccc(Cl)cc2NC(=O)c2ccco2)CC1	0	-6	-0.2	6	10	-11	-1	-1
65	Cc1nc2cccc(C)n2c(=O)c1Cl	3	-1	-2.5	-4	26	6	38*	7
66	O=C(Nc1ccc(CN2CCOCC2)cc1)c1cc2ccccc2o1	-114	-6	3.0	-30	-168	-30	-2	-61
67	O=C(N/N=C/c1ccco1)c1ccccc1OCc1ccc(Br)cc1	-2	47	1.0	28	-21	26	0	0
68	COc1ccc(/C=N/NC(=O)c2cccc([N+](=O)[O-])c2)cc1OC(=O)c1ccc(C)cc1	23	9	1.6	19	10	24	1	1
69	CCC(CC)c1nnc(NC(=O)CN2C(=O)C3C4C=CC(C4)C3C2=O)s1 (stereo not drawn)	6	-7	-0.1	-6	15	2	0	-6
70	Cc1c(CCC(=O)N2CCC[C@H]2C(=O)O)c(=O)oc2cc3oc4c(c3cc12)CCCC4	-22	13	-3.7	5	60*	-22	-4	6
71	O=C(Nc1ccc(N2CCCC2)c(Cl)c1)c1ccc2c(c1)OCCO2	-62	22	0.4	26	-43	5	-1	-78
72	O=S(=O)(NC1CC1)c1ccc2c3c(cccc13)CC2	2	28	0.5	18	-1	19	-5	17
73	CN(Cc1nc(-c2ccc(Cl)cc2)no1)C(=O)c1ccco1	-2	3	1.7	5	-23	-22	5	11
74	COCc1nnc(NC(=O)c2ccc(S(=O)(=O)N(C)Cc3ccccc3)cc2)o1	1	-17	0.0	-20	-3	-15	0	24
75	O=C(NN=C1CCCC1)c1cccs1	4	19	1.0	-1	-6	26	2	7
76	O=C(CCNc1cccc(C(F)(F)F)c1)c1ccco1	-4	3	-1.5	-5	-18	-5	2	-13
